# Compound activity as filed in PubChem BioAssay.
# SNCA viab count: cell viability loss counter-screen | HEK-293-SNCA-luc viability, GF-AFC fluorescence, 24 h | AID 1671193 | Potency, µM (top dose mostly 57.1 µM), inactives show at the top dose activity change, negative = cytotoxicity, usual class: cytotoxic | 150,000 tested, 0.12% active;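 also: potency is read from the fitted curve at half-maximal effect; 0% = DMSO-treated cells and -100% = medium-only wells without cells; nearly all actives have a fitted effect of over 30% in size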
#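 HEK-293-SNCA-luc cells (1500/well) plated 24 h, then exposed 24 h to a dilution series; GF-AFC added 30 min at 37C, fluorescence 405/540 nm; normalised to medium-only and DMSO wells, Hill fit.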
# FLuc inh: inhibitors of firefly (Photinus pyralis) luciferase | P08659 | purified P. pyralis luciferase, luminescence, biochemical | Potency, µM (top dose mostly 115 µM), inactives show top-dose activity change, negative = inhibition, actives largely listed as inhibitors | 76,000 tested, 2.5% active | AID 1347043; also: potency is read from the fitted curve at half-maximal effect; nearly all actives have a fitted effect of over 65% in size
#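 Biochemical qHTS: compound (6-point titration) added to 10uM D-luciferin plus 10uM ATP in Tris acetate pH 7.5 buffer with Mg, Tween-20 and BSA, then purified enzyme at 10nM; light output imaged.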
# IP6K1 inhibitor: inhibitors of human IP6K1. Q92551. IP6K1 kinase, ADP-Glo luminescence, 2 h; stronger effect = lower value. activity change, % (series mostly up to about 58 µM). 140,000 tested, 0.81% active; in the data active = activity change below about -25%
# Target sequence (Q92551 whole entry, looked up): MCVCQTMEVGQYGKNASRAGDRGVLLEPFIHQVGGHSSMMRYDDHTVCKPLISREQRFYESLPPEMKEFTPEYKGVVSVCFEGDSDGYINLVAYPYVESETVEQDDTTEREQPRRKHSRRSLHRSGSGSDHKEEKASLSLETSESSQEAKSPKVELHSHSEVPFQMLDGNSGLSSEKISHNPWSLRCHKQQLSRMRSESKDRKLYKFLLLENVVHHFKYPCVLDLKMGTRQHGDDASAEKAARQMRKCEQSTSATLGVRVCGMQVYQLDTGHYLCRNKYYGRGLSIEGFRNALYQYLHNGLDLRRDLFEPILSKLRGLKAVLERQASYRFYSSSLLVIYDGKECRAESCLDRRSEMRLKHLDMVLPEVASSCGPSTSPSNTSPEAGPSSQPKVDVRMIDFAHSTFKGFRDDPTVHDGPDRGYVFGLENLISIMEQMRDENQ
#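 ADP-Glo luminescence measures ADP made by human IP6K1 during a 2 h RT reaction with ATP/IP6 (mix at 1.3 mM/130 uM); top library doses 57.5 and 19.1 uM final.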
# SNCA expr inhib: reduces expression of the alpha-synuclein gene; HEK-293 SNCA-luciferase knock-in, luminescence, 24 h; Potency, µM (titrated, usually from 57.2 µM), without a hit: at the highest dose activity change, negative = inhibition, actives largely listed as inhibitors; 140,000 tested, 0.17% active; AID 1671194;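 also: potency is read from the fitted curve at half-maximal effect; plate controls were DMSO cells for no effect and cell-free wells for full effect; nearly all actives have a fitted effect of over 45% in size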
# 3T3 cytotox: cytotoxic compounds in NIH 3T3 cells; NIH 3T3 viability, CellTiter-Glo ATP luminescence, 48-72 h; Potency, µM (titrated, usually from 96.7 µM), for inactives: at the top dose activity change, negative = cytotoxicity, usual class: inhibitors; 94,000 tested, 4.3% active; also: potency is read from the fitted curve at half-maximal effect; nearly all actives have a fitted effect of over 55% in size
#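 Cytotoxicity is measured as loss of cellular ATP: NIH 3T3 cells (400/well) are exposed to compound for 48 or 72 hr at 37 °C, then CellTiter-Glo luminescence is imaged after 10 min at room temperature.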
# GPT2 inhibitor: inhibitors of human GPT2 alanine aminotransferase; Q8TD30; 100,000 tested, 0.25% active; Recombinant GPT2, coupled pyruvate oxidase/HRP Amplex Red fluorescence; Potency, µM (titrated, usually from 57.7 µM), for the others: at the highest dose activity change, negative = inhibition, actives largely listed as inhibitors; also: potency is read from the fitted curve at half-maximal effect; nearly all actives have a fitted effect of over 60% in size; many of its hits are not listed in these tables
# Target sequence (Q8TD30 whole entry, looked up): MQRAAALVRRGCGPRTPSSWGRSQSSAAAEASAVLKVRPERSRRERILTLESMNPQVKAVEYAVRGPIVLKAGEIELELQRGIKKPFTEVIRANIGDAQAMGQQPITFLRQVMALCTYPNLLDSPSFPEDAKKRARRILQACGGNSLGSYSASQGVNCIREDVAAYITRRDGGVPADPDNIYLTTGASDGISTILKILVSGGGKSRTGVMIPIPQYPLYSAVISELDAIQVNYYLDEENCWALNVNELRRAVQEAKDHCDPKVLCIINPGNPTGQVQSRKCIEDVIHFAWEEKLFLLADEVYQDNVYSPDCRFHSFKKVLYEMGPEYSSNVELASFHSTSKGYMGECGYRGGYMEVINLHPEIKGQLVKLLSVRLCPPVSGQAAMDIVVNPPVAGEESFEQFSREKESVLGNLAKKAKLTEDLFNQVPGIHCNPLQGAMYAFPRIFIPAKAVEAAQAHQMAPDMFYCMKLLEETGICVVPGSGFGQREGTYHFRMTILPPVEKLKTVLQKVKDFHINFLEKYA
#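 GPT2 10ng/uL, a-KG 250uM, L-Ala 2mM, HEPES pH7.5 + 0.0001% Tween; 30 min RT. Then Amplex mix (PO/HRP/ThPP), 30 min RT dark, fluorescence. AOA 50uM used as positive control.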
# HEK cytotox: cytotoxic compounds in HEK 293 cells. HEK 293 viability, ATP luminescence (CellTiter-Glo), 48-72 h. Potency, µM (highest dose often 115 µM), for the others: at the highest dose activity change, negative = cytotoxicity, actives largely listed as inhibitors. 94,000 tested, 6.6% active. AID 1345083; also: potency is read from the fitted curve at half-maximal effect; nearly all actives have a fitted effect of over 60% in size
#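 qHTS cytotoxicity; HEK 293, 250 cells/well; compound pinned; 48 or 72 hr, 37 degree Celsius, 5% CO2, 95% humidity; CellTiter-Glo, 10 min RT; luminescence (ATP).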
# The depositor's hits bear a star; i = inactive; ? = inconclusive; · = not tested or not shown; & = joins results of further samples; ! = not active in a repeat; [ ] = remark or other dose. Unless noted, calls follow the shape of the dose curve; as a rule, active = well fitted curve in the direction sought with a large enough effect; inconclusive = small, poorly fitted or top-dose-only effect, or another doubt; inactive = no such curve, though single readings can be large; an effect the other way counts as inactive or inconclusive. Unless noted, % is scaled to controls: 0 for no effect and ±100 for the full control effect. These rows are one share of the data; the hit share may differ from the screen's.
SMILES,SNCA viab count,FLuc inh,IP6K1 inhibitor,SNCA expr inhib,3T3 cytotox,GPT2 inhibitor,HEK cytotox
CC(=O)c1cc2c(cc1N/C(=N/S(=O)(=O)c1ccc(F)cc1)c1ccccc1)OCO2,4%,·,-11,22%,·,·,·
COc1cc(C(CC(=O)Nc2cc(C)ccn2)N2Cc3ccccc3C2=O)cc(OC)c1OC (stereo not given),2%,·,-13,-8%,·,·,·
O=C(NCCc1ccccn1)C1c2ccccc2C(=O)N(C2CCCCC2)C12CCCCC2 (stereo not given),-17%,-9%,30,-6%,?,-23%,45µM*
CC(C)NC(=O)Nc1ccc([C@H]2OCC(=O)N(CCN)[C@@H]2CO)cc1,8%[87.6 µM],-1%[172 µM],13,-9%[87.6 µM],-1%[174 µM],-5%[88.5 µM],-7%[172 µM]
CCn1c(=O)c2ccnn2c2ccc(C(=O)O)cc21,-1%,1%,-12,-17%,1%,i,11%
COc1ccc(CCNC(=O)Cn2c(=O)cc(C(F)(F)F)c3c(C)nn(C)c32)cc1OC,-2%,·,-3,12%,·,·,·
O=C(C1CCN(c2nccc(Nc3ccccc3F)n2)CC1)N1CCOCC1,-3%,·,-1,-5%,-29%,i,-18%
COCCCn1c(=O)c(C(=O)N(C)C)nc2cccnc21,1%[87.6 µM],·,3,-1%[87.6 µM],-1%[138 µM],i,1%[172 µM]
Cc1c(CN2CCCC(COc3ccccc3C(=O)N3CCC(C)CC3)C2)cnn1C (stereo not given),?,10%,6,?,-3%,i,-7%
CC(C)c1cc(-c2nc(-c3ccc(Cl)cc3)no2)n[nH]1,-7%,·,21,92%[activator],·,·,·
Cc1cccc(CNC(=O)C2(c3ccc(NS(C)(=O)=O)cc3)CCCCC2)c1,7%,-5%,2,6%,?,4%,-29%
O=C(NC1CCN(CCn2nc3n(c2=O)CCCC3)C1)c1cccc(Cl)c1 (stereo not given),·,·,5,·,i,·,i
CCNC(=O)N[C@@H]1C=C[C@@H](c2c(C)nn(-c3ccc(C(C)C)cc3)c2C)C1,?,0.5µM*,-11,-70%[87.6 µM],28µM*,0%[88.5 µM],20µM*
CC1(CNc2ccccc2)COc2ccc(C(=O)NCCc3cnc[nH]3)cc2N1 (stereo not given),-2%[87.6 µM],-17%[172 µM],-40*,-10%[87.6 µM],?,i,?
O=C(c1ccc(F)c(F)c1)N1CCC(n2cc(-c3nc(C4CC4)no3)nn2)C1 (stereo not given),1%,-8%,7,7%,-31%,-5%,?
CC(=O)Nc1ccc(NC(=O)CCC(=O)c2ccc(C)cc2)cc1,5%,·,19,16%,·,·,·
COC(=O)c1c(NC(=O)COc2ccc(OC)cc2)sc2c1CCC(C)C2 (stereo not given),?,·,-38*,?,·,·,·
CCCCN(C)C(=O)CCC1CCN(c2cc(NC3CC3)ncn2)CC1,-20%,-5%,18,?,?,i,32µM*
Cc1ccc(-c2nc(C(=O)N3CCN(c4ccccn4)CC3)no2)cc1,8%,14µM*,-4,17%,-23%,2%,?
CCOc1ccc(NC(=O)c2ccc(NC(=O)N3CCSc4ncccc43)cc2)cc1,0%,·,0,?,·,·,·
CSc1ccccc1OCc1cc(C(=O)NCCN2CCCCC2CO)no1 (stereo not given),-8%,13%,-7,?,?,i,?
O=C(NCCc1ccccc1)c1cn2cc(-c3ccccc3)sc2n1,-1%,·,-3,13%,?,2%,?
O=C(C[C@@H]1CCNC[C@@H]1Cc1cc(CSc2ccccc2)on1)NCc1cccnc1,-6%,8%,-3,3%,i,-5%,i
CC(C)Cc1cc(C(=O)N2CCc3[nH]nc(-c4ccccc4)c3C2)nc(=O)[nH]1,-4%,7%,6,-11%,-4%,2%,0%
O=C(COc1ccc2oc3c(c2c1)CCCC3)Nc1cccc(Br)c1,3%,·,19,22%,·,·,·
SMILES,SNCA viab count,FLuc inh,IP6K1 inhibitor,SNCA expr inhib,3T3 cytotox,GPT2 inhibitor,HEK cytotox
COc1ccc(S(=O)(=O)NCCc2nnc3ccc(SCC(=O)Nc4ccccc4C)nn23)cc1,-6%,·,-1,-25%,·,·,·
COc1ccccc1OCC(=O)Nc1cc(-c2ccc(C)cc2)no1,-1%,·,4,67%[activator],·,·,·
COc1ccc(NC(=O)C2CCN(S(=O)(=O)c3ccc4c(c3)CCCC(=O)N4)CC2)c(OC)c1,2%,·,-20,6%,·,·,·
COc1cccc(-c2ccc(C(=O)N3CCC(NC(=O)Cc4ccc(F)cc4)CC3)cc2)c1,-9%&-14%[12.5 µM],·,1&-4,-3%&-7%,40µM*!,2%&1%,?
CN1CCCCCCN(C(=O)C2CCC2)[C@H]2CCC[C@H]2C1=O,-8%,5%,-7,-1%,-7%,-2%,-2%
Cc1sc2cc(C(=O)NCCN(C)C)[nH]c2c1CN1CCCCC1,2%,-3%,24,28%,?,-7%,?
COc1ccc(-c2nnc(C[C@@H]3C[C@@H](C(C)C)[C@H](CNc4ccccn4)C=C3C)o2)cc1,?,-20%[172 µM],12,?,35µM*,-14%[88.5 µM],25µM*
CC(=O)N[C@@H]1C=C(C(=O)N[C@H](CC(C)C)C(N)=O)C[C@@H](O)[C@@H]1O,5%[87.6 µM],-7%[172 µM],6,6%[87.6 µM],i,-5%[88.5 µM],-6%[172 µM]
CNC(=O)COC(=O)N1CCC(CCc2ccc(Cl)cc2)CC1,-12%,·,-2,·,·,-3%,·
CC(C)c1ccc(N2C(=O)N[C@@H]3CCN(C(=O)C4CCCC4)[C@@H]3C2=O)cc1,-8%[87.6 µM],-13%[172 µM],-2,23%[87.6 µM],?,-15%[88.5 µM],-28%[172 µM]
Cc1ccc(-n2nc(-c3c(C)nc4scc(CC(=O)N5CCOCC5)n4c3=O)cc2C)cc1,4%,-7%,9,5%,-23%,3%,-18%
O=C(c1ccsc1)N1CCN(c2cc(-c3ccc(Cl)cc3)[nH]n2)CC1,4%,-6%,-9,6%,25µM*,i,?
COc1ccc(OC)c(S(=O)(=O)N2CCC(c3ccncc3)CC2)c1,10%,·,-3,-3%,·,·,·
CCOc1ccc(CCNC(=O)CCc2cn(Cc3ccc(F)cc3)c3ccccc23)cc1,7%,·,7,-11%,·,·,·
COc1ccc(-c2ccc3ncc(Nc4ccc(C(N)=O)cc4)n3n2)cc1OC,-16%[87.6 µM],-12%[172 µM],-16,7%[87.6 µM],18µM*,-15%[88.5 µM],?
COc1ccccc1CC(=O)NC1CCN(c2cnn(CC3CC3)c(=O)c2)CC1,3%,3%,9,-9%,-4%,i,4%
CCOC(=O)c1c(C)sc(-c2c(-c3ccccc3)[nH]c3[nH]c(=O)[nH]c(=O)c23)c1O,7%,·,18,-23%,·,·,·
CN(Cc1ccc(-c2ccccc2)cc1)C(=O)C1CC1,3%[87.6 µM],50µM*,-12,122%[activator][87.6 µM],?,i,?
Cc1ccccc1N1Cc2c(NCCOc3ccccc3)ncnc2N(C)CC1=O,15%,-3%,2,-11%,?,?,-32%
CC(C)N(Cc1nccn1C)C(=O)c1cc(Cn2cnc3ccccc32)[nH]n1,6%,3%,60,-19%,-14%,-25%[11.5 µM],-29%
CC(CCC1(O)OC2CC3C4CC=C5CC(O[C@@H]6O[C@H](CO)[C@@H](O[C@@H]7O[C@H](CO)[C@@H](O)[C@H](O)[C@H]7O)[C@H](O)[C@H]6O[C@@H]6O[C@@H](C)[C@H](O)[C@@H](O)[C@H]6O)CCC5(C)C4CCC3(C)C2C1C)CO[C@@H]1O[C@H](CO)[C@@H](O)[C@H](O)[C@H]1O (stereo not given in full),-1%[12.5 µM],·,-1,·,·,i,·
Cc1cc(C(=O)N[C@H]2[C@H](O)[C@H](O)C[C@@H]2c2ccc(N3CCOCC3)nc2)n(C)n1,0%[87.6 µM],?,-2,-1%[87.6 µM],-10%[174 µM],-32%[88.5 µM],i
COc1ccc(-c2cc(C(=O)NCc3ccc(F)cc3)c3c(-c4ccc(F)cc4)[nH]nc3n2)cc1OC,?,·,11,7%,·,·,·
CN1C(=O)CCCCC1C(=O)NCCc1c[nH]c2ccccc12 (stereo not given),7%,14%,48,3%,-4%,4%,-13%
CCCCCN(C)CCC(O)(P(=O)(O)O)P(=O)(O)O,-15%,·,·,-20%,·,-3%,·
SMILES,SNCA viab count,FLuc inh,IP6K1 inhibitor,SNCA expr inhib,3T3 cytotox,GPT2 inhibitor,HEK cytotox
O=C(c1cnco1)N(CC1CCN(Cc2ccccc2F)CC1)CC1CCCO1 (stereo not given),3%,0%,4,2%,-14%,i,-11%
COc1cccc(CN2CCNc3cc(Nc4cccnc4)ncc3C2)c1,-25%[87.6 µM],11µM*,-16,19%[87.6 µM],?,i,?
O=C(COC(=O)c1cc(-c2cccs2)nc2ccccc12)c1ccc(Br)cc1,2%,·,1,24%,·,·,·
CCCn1cc(-c2ccncc2)cc1C(=O)NC(C)c1ccc(OC)cc1 (stereo not given),-7%,-4%,-6,2%,?,-15%,?
c1ccc2occc2c1,16%,·,36,10%,·,-2%[88.5 µM],·
Cc1cccnc1C(=O)N1C[C@@H](CO)[C@H](c2ccccn2)C1,4%,-1%,2,-4%,3%,-12%,i
O=C(NCCN1CCCC1)c1nnn2cc(-c3ccccc3)[nH]c(=O)c12,8%,-10%,0,-11%,-15%,-2%,-5%
Cc1c(NC(=O)Cc2ccc(F)cc2)cccc1-c1nc2cccnc2s1,?,·,18,21%,·,·,·
CCCCSCCCNC(=O)c1cn(CC)c2ccc(S(=O)(=O)N(C)C3CCCCC3)cc2c1=O,10%,·,-18,-17%,·,·,·
O=C(NCc1nnc2cc(-c3nc(C4CC4)no3)ccn12)c1ccc(Cl)cc1,4%,-10%,2,-9%,i,i,3%
CN1C(=O)c2cccn2CC1CNC(=O)c1cccn1C (stereo not given),3%,-9%,-5,9%,i,4%,i
O=C(NCCc1ccc(Cl)cc1)c1ccc2c(c1)N(Cc1ccc(Cl)cc1)C(=O)CS2,?,·,1,?,·,·,·
Cc1ccc(NC(=O)Cn2c(=O)n(CCC(=O)NCc3ccccc3Cl)c(=O)c3ccccc32)c(C)c1,14%,·,-6,37%[activator],·,·,·
CC(C)CNC(=O)c1cc(-c2cccnc2)nc2c1cnn2C,-15%[87.6 µM],·,0,-5%[87.6 µM],?,-8%[88.5 µM],?
